Source: PubChem (National Center for Advancing Translational Sciences (NCATS))
KAT2A inh = inhibitors of human GCN5L2 histone acetyltransferase | Q92830 | GCN5L2 HAT assay, ThioGlo1 CoA-SH fluorescence | Potency, µM (highest dose often 58.9 µM), for inactives: at the top dose activity change, negative = inhibition, actives largely listed as inhibitors | 0.21% of 390,000 active | AID 504327
Target sequence (Q92830 whole entry, looked up): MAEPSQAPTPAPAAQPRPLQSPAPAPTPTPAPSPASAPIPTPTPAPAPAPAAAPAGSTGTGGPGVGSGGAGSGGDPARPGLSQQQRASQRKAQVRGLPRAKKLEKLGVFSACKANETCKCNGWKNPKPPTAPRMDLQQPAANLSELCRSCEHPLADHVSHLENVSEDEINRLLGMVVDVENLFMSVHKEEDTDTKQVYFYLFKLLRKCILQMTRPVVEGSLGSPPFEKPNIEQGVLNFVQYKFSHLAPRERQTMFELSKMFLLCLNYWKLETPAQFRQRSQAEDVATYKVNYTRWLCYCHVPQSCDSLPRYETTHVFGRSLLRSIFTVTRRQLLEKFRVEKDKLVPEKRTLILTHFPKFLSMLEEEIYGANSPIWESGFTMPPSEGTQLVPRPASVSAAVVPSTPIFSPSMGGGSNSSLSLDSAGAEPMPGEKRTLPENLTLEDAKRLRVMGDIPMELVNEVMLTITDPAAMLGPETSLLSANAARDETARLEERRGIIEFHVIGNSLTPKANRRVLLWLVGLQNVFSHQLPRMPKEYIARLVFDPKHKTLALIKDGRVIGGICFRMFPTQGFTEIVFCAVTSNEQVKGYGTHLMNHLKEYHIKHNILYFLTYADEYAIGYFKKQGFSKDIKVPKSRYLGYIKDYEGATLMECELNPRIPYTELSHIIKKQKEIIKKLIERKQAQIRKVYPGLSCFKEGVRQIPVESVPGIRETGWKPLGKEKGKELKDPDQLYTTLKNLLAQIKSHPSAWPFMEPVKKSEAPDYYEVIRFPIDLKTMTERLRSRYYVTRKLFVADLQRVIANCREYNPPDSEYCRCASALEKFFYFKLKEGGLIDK
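Fluorescence readout, Ex340nm/Em540nm: ThioGlo1 (50uM final) reacts with free CoA thiol released as 20nM GCN5L2 acetylates H3(1-25) peptide (75uM) using acetyl-CoA (70uM). Compound and enzyme sat 15 min beforehand; 20 min room-temperature reaction.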
N370S GC mod = inhibitors or activators of N370S glucocerebrosidase for Gaucher disease; N370S GC spleen homogenate, 4MU-glucoside fluorescence; 0.092% of 330,000 active; P04062; AID 2101; Potency, µM (titrated, usually from 59.4 µM), for the others: at the top dose activity change, negative = inhibition, actives largely listed as inhibitors;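 also: 0% = full enzyme activity and -100% = no enzyme basal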
FEN1 inhibitor = blocks human flap endonuclease 1 | P39748 | Recombinant FEN1 flap cleavage, fluorescence, 15 min | Potency, µM (doses to about 114 µM), inactives show at the top dose activity change, negative = inhibition, usual class: inhibitors | 0.35% of 390,000 active; also: nearly all actives have a fitted effect of over 65% in size
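Recombinant FEN1 (10 nM) was preincubated with pin-transferred compounds for 15 min at room temperature, then flap DNA substrate (50 nM final) was added. Plates were read at 0 and 15 min, and normalized concentration–response data were fitted to a four-parameter Hill equation.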
The depositor's hits bear a star; ? = inconclusive; · = not tested or not shown; & = joins results of further samples; [ ] = another dose, or the depositor's remark. Calls follow the shape of the dose curve; as a rule, active = well fitted curve in the direction sought with a large enough effect; inconclusive = small, poorly fitted or top-dose-only effect, or another doubt; inactive = no such curve, though single readings can be large; an effect the other way counts as inactive or inconclusive. Unless noted, % is scaled to controls: 0 for no effect and ±100 for the full control effect; potency is read from the fitted curve at half-maximal effect.

1	Cc1ccc(CN2CCN(CC(=O)NCc3ccccc3Cl)C2=O)cc1
2	CCOc1ccc(NC(=O)CC2C(=O)Nc3ccccc3N2C(=O)c2ccccc2)cc1 (stereo not drawn)
3	COc1ccc(OC)c(-c2csc(N(Cc3ccco3)C(=O)c3ccco3)n2)c1
4	CCCN1C(=O)C(O)(CC(=O)c2ccc(OC)c(OC)c2)c2ccccc21 (stereo not drawn)
5	COc1ccc(N(CC(=O)NCCC2=CCCCC2)S(=O)(=O)c2c(C)[nH]c(=O)[nH]c2=O)cc1

compound no.	1	2	3	4	5
N370S GC mod	·	-2%	16%	·	-1%
KAT2A inh	1%	-7%	-8%	0%	-1%
FEN1 inhibitor	-6%	0%	-15%	7%	-7%

6	CCCCCCSc1ccc([C@H]2N[C@@](CC(C)C)(C(=O)OC)[C@H]3C(=O)N(C)C(=O)[C@@H]23)cc1
7	Cc1ccc(-n2nc3c(N4CCC(C(=O)NC(C)C)CC4)nnc(C)c3c2C)cc1
8	Cn1c(=O)n(C)c2cc(N3CCCCC3)c(NC(=O)c3ccc(C(C)(C)C)cc3)cc21
9	COc1ccc2oc(C(=O)OC(C)C(=O)NC3(C#N)CCCCC3)c(C)c2c1 (stereo not drawn)
10	Cc1ccc(-n2nnnc2SCC(=O)NNC(=O)c2ccco2)c(C)c1

compound no.	6	7	8	9	10
N370S GC mod	2%	·	·	-4%	-11%
KAT2A inh	-24%	-1%	-8%	-15%	2%
FEN1 inhibitor	?	6%	-4%	-1%	-3%

Full records, quoted from the list. Values in the order: N370S GC mod | KAT2A inh | FEN1 inhibitor
COc1ccc2oc(C(=O)OC(C)C(=O)NC3(C#N)CCCCC3)c(C)c2c1 (stereo not drawn) is listed with -4% | -15% | -1%
Cn1c(=O)n(C)c2cc(N3CCCCC3)c(NC(=O)c3ccc(C(C)(C)C)cc3)cc21 is listed with · | -8% | -4%

Later entries:
11	COc1ccc(CCNC(=O)C(NC(=O)OCc2ccccc2)C(C)C)cc1OC (stereo not drawn)
12	Cc1cc(=O)oc2c3c(ccc12)OC/C3=N/N
13	CCC(=O)C1=C(c2cccc([N+](=O)[O-])c2)N(C(=O)CC)n2c(nnc2C2CCCCC2)S1
14	Cc1ccc2c(Cl)cc(Cl)c(OCC(=O)Nc3cccc(S(N)(=O)=O)c3)c2n1
15	COC(=O)Cn1c(C)c(C(C)=O)c(C(C)=O)c1C

compound no.	11	12	13	14	15
N370S GC mod	0%	9%	·	7%	9%
KAT2A inh	-18%	-1%	-23%	-6%	-6%
FEN1 inhibitor	-3%	1%	-7%	-23%	-5%

16	CS(=O)(=O)N(CC(=O)N1CCCC1)c1ccc(Cl)cc1Cl
17	CC(Sc1ccc2ccccc2n1)C(=O)O (stereo not drawn)
18	OC[C@@H]1[C@@H](c2ccc(F)cc2)C(c2ccc(F)cc2)=NN1c1ccccc1
19	COCCN(C(=S)Nc1ccc(C)cc1C)C(C)c1ccco1 (stereo not drawn)
20	O=C(N/N=C/c1ccccc1C(F)(F)F)c1ccc2nc[nH]c2c1

compound no.	16	17	18	19	20
N370S GC mod	-3%	-14%&4%	?	15%	?
KAT2A inh	-3%	1%&3%	-1%[88.6 µM]	-5%	-15%
FEN1 inhibitor	2%	9%	·	-6%	14%

21	CCOc1ccccc1OCC(=O)OCc1csc(CC(=O)Nc2ccccc2C)n1
22	c1ccc(CCC2Cc3ccccc3N2)cc1 (stereo not drawn)
23	Cc1cc(C)c(N2C(=NC(=O)CCCC(=O)O)SC3CS(=O)(=O)CC32)c(C)c1 (stereo not drawn)
24	CCc1nc2ccccc2n1CCc1ccccc1
25	CCOc1cc(N2CCOCC2)c(OCC)cc1NC(=O)Cc1cccc2ccccc12

compound no.	21	22	23	24	25
N370S GC mod	-14%	·	-4%	2%	29%
KAT2A inh	1%	0%	-1%	-7%	-2%
FEN1 inhibitor	-11%	-9%	-13%	-6%	2%

26	CC(=O)NC(=O)NC1OC(=O)C(Cl)=C1Cl (stereo not drawn)
27	COC(=O)c1ccccc1NC(=O)Cn1c(=O)cc(-c2ccccc2)c2c(C)nn(C)c21
28	Cc1cc(C)c(NC(=O)Cn2c([N+](=O)[O-])cnc2C)c(C)c1
29	COc1ccc(NC(=O)c2ccc3oc(=O)c(S(=O)(=O)c4ccc(F)cc4)cc3c2)c(OC)c1
30	COc1cccc(CNC(=O)CCCCCn2c(=S)[nH]c3ccc(N4CCOCC4)cc3c2=O)c1

compound no.	26	27	28	29	30
N370S GC mod	-2%	·	15%	·	5%
KAT2A inh	2%	1%	-7%	1%	2%
FEN1 inhibitor	-4%	1%	-6%	2%	·

Two compounds picked at random from the list so far:
28	Cc1cc(C)c(NC(=O)Cn2c([N+](=O)[O-])cnc2C)c(C)c1
30	COc1cccc(CNC(=O)CCCCCn2c(=S)[nH]c3ccc(N4CCOCC4)cc3c2=O)c1

compound no.	28	30
N370S GC mod	15%	5%
KAT2A inh	-7%	2%
FEN1 inhibitor	-6%	·

(cont.)
31	Cc1ccc(C(=O)/C=C/c2cn(CN3CCN(C)CC3)c3ccccc23)cc1
32	CC(C)=CCC/C(C)=C/CC/C(C)=C/CC/C(C)=C/CC/C(C)=C/CC/C(C)=C/CC/C(C)=C/CC/C(C)=C/CC/C(C)=C/CO
33	CCOc1cc(N2CCOCC2)c(OCC)cc1NC(C)C(=O)N1CCN(CC)CC1 (stereo not drawn)
34	OC1(c2cccc(C(F)(F)F)c2)CCN(Cc2nnnn2CCc2ccccc2)CC1
35	c1ccc(CN2CCC(Nc3nc(-c4cccnc4)nc4ccccc34)CC2)cc1

compound no.	31	32	33	34	35
N370S GC mod	?	-21%&10%	-9%	-3%	-15%
KAT2A inh	-11%	-24%&-11%	4%	3%	-6%
FEN1 inhibitor	-16%	·	-32%	4%	?

36	CCCCCCCN(C(=O)CCl)c1cccc(C)c1
37	Cc1cccc(C)c1Nc1sc(C(=O)c2ccccc2)c(N)c1S(=O)(=O)c1ccccc1
38	O=C(NCc1ccccc1)c1cc2sccc2n1Cc1ccc(Cl)cc1
39	CCOc1ccc(C2CC(c3cccc(Cl)c3)n3nc(N)nc3N2)cc1 (stereo not drawn)
40	Cc1ccc2c(c1)N(C(=O)CCC(=O)N1CCN(c3ccccc3)CC1)CCO2

compound no.	36	37	38	39	40
N370S GC mod	3%	·	·	2%	3%
KAT2A inh	-5%	-9%	2%	0%	0%
FEN1 inhibitor	-11%	-13%	5%	9%	18%

41	c1ccc2ncccc2c1
42	O=C1N/C(=N\N=C\c2cccs2)SC1Cc1ccc(Cl)cc1Cl (stereo not drawn)
43	CCOC(=O)c1cc2sccc2n1CC(=O)N1CCCc2ccccc21
44	Cc1ccc(S(=O)(=O)c2cnc(-c3ccccc3)nc2Oc2ccccc2)cc1
45	COc1ccc(Cl)cc1NC(=O)c1cc2ccccn2n1

compound no.	41	42	43	44	45
N370S GC mod	11%	-2%	12%	-16%	·
KAT2A inh	0%	-9%	-10%	-15%	17%
FEN1 inhibitor	4%&5%	-8%	-23%	·	-1%

Grouped by structure, the entries above with a nitro group on carbon.
13	CCC(=O)C1=C(c2cccc([N+](=O)[O-])c2)N(C(=O)CC)n2c(nnc2C2CCCCC2)S1
28	Cc1cc(C)c(NC(=O)Cn2c([N+](=O)[O-])cnc2C)c(C)c1

compound no.	13	28
N370S GC mod	·	15%
KAT2A inh	-23%	-7%
FEN1 inhibitor	-7%	-6%

Going on with the list.
46	O=C(Nc1ccccc1)C1CCN(c2nccs2)CC1
47	O=C1CN(C(=O)COC(=O)CCS(=O)(=O)c2ccccc2Cl)c2ccccc2N1
48	CSCCC(NS(=O)(=O)c1ccc(Cl)cc1)C(=O)OCC(=O)NC1CC1 (stereo not drawn)
49	COc1ccc(N(CC2CO2)S(=O)(=O)c2ccc(C)cc2)cc1 (stereo not drawn)
50	Cc1noc(C)c1S(=O)(=O)NCCc1csc2nc(-c3ccc(F)cc3)nn12

compound no.	46	47	48	49	50
N370S GC mod	-1%	·	4%	-6%	·
KAT2A inh	0%	0%	-1%	-3%	-8%
FEN1 inhibitor	-3%	1%	2%	-2%	-5%

51	CCc1cccc(NC(=O)C2CCCN2S(=O)(=O)c2ccc3c(c2)CC(C)N3C(C)=O)c1 (stereo not drawn)
52	COc1ccc(/C=C/C(=O)C2(O)CCCCC2)cc1
53	CC(C)(C)C1=C(C#N)C(c2cc3c(cc2Br)OCO3)C(C#N)=C(N)O1 (stereo not drawn)
54	O=C(Cn1cnc2sc(-c3ccccc3)cc2c1=O)NCc1ccco1
55	C/C(Sc1nnc(Cc2ccccc2)o1)=C(/O)c1ccccc1
56	CN(C)S(=O)(=O)c1ccc(C(=O)/C=C/c2cccnc2)cc1
57	CCc1ccc(-c2ccc(C(=O)C(F)(F)F)[nH]2)cc1
58	C=CCC[C@@H](Cc1ccc(F)cc1)C(=O)OC[C@H](Cc1c[nH]c2ccccc12)NC(=O)[C@H](CC=C)CC(=O)N(CCO)Cc1ccccc1

compound no.	51	52	53	54	55	56	57	58
N370S GC mod	-27%	10%	-4%	-8%	11%	-8%	11%	·
KAT2A inh	-6%	-6%	0%	?	-1%	0%	-12%	-21%
FEN1 inhibitor	8%	10%	-1%	?	13%	-1%	2%	-18%

Look-ups from the list:
entry 51 in N370S GC mod is entered as -27%
entry 58 in FEN1 inhibitor is entered as -18%
entry 57 in KAT2A inh is entered as -12%
entry 56 in KAT2A inh is entered as 0%
